Screening results from PubChem.
Rtt109 Vps75 – inhibitors of Candida albicans Rtt109/Vps75 histone acetyltransferase | Q5AAJ8 | purified Rtt109/Vps75, ThioGlo CoA-SH fluorescence, 4 h | inhibition, % at 34.9 µM | 330,000 compounds, 0.16% hits | AID 540336;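 active = inhibition of at least 50% in every replicate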
Target sequence (Q5AAJ8 whole entry, looked up): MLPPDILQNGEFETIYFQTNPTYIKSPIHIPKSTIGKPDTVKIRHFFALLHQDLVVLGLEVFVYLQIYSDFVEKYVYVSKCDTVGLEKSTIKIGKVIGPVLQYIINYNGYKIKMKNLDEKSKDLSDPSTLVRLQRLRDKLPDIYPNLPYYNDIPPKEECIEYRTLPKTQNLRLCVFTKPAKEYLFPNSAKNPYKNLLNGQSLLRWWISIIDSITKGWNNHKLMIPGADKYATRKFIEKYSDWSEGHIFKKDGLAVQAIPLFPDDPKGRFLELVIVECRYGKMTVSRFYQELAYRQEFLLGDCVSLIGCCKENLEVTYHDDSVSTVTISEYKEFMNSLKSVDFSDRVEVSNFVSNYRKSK
Keap1 Nrf2 FP – inhibitors of human Keap1-Nrf2 protein-protein interaction | Q14145 | Keap1 Kelch-Nrf2 peptide fluorescence polarization, 1536-well | inhibition, % at 9.4 µM | AID 504523 | 340,000 compounds, 0.15% hits; in the data active = inhibition above about 12%;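 note: human Keap1 Kelch domain with fluorescein labeled Nrf2 9mer peptide probe; 0% = neutral control wells and 100% = peptide positive control; higher means more block of Keap1 binding to Nrf2 peptide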
cardiac RTF act – increases calcium sensitivity of human cardiac regulated thin filaments; AID 493008; activation, % at 7.2 µM; 340,000 compounds, 0.24% hits; IANBD-labeled TnC RTF fluorescence at EC20 calcium; 0% EC20 calcium, 100% full calcium;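 active = activation above the mean over all tested compounds plus 3 SD, cut at about 30% in these data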;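 note: rise in fluorescence read as greater calcium sensitivity of cardiac thin filaments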
Cardiac RTF inh – cardiac RTF calcium desensitization | P19429+P45379 | inhibition, % at 7.15 µM | 340,000 compounds, 0.12% hits | IANBD-labeled cardiac RTF, Ca2+ fluorescence;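 active = inhibition above the mean inhibition of all tested compounds plus 3 SD, cut at about 17% in these data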;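 note: assay run at fixed EC70 calcium of 1.6 mM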
DAGLB inhibitor – diacylglycerol lipase beta (human) inhibition. Q8NCG7. inhibition, % at 5.17 µM. 340,000 compounds, 0.059% hits. HEK293T DAGLB membrane lysate, EnzChek fluorogenic substrate; in the data active = inhibition above about 34%;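 note: 0% = enzyme with vehicle and 100% = wells lacking enzyme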
CAL PDZ FP-1 – inhibitors of human CAL PDZ peptide binding; Q9HD26; purified CAL PDZ, TMR-peptide fluorescence polarization, 1 h; inhibition, % at 24.9 µM; 300,000 compounds, 0.92% hits; AID 602252;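 active = mean inhibition of at least 30% with at least half of replicates also reaching 30%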;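 note: 0% = DMSO neutral control and 100% = excess unlabeled competitor peptide PRC23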
CAL PDZ FP-2 – blocks peptide binding to human CAL PDZ domain | inhibition, % at 20 µM | AID 504414 | Q9HD26 | 330,000 compounds, 0.02% hits | purified CAL PDZ, TMR-peptide fluorescence polarization, 1 h;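 active = highest replicate inhibition of at least 40%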;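 note: plate controls were DMSO neutral control wells for no effect and unlabeled competitor peptide control wells for full effect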
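System: tagged CAL PDZ domain. Schedule: 1 h room-temperature incubation prior to read. Signal: fluorescence polarization (mP). Measure: percent inhibition from loss of millipolarization.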
PKA-R2B activ – activates the human PKA-R2B holoenzyme complex; PKA-R2B holoenzyme dissociation, Cy5-IP20 fluorescence polarization; R2B truncated from residue 108, S112A mutant; 0% DMSO only, 100% 113 µM cGMP; activation, % at 11.4 µM; P22694+P31323; 340,000 compounds, 0.079% hits;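 active = activation above a cutoff set at the mean over all compounds plus 3 SD, cut at about 18% in these data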;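 note: higher means more holoenzyme dissociation and a rise in polarization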
Target sequence (P31323 whole entry, looked up, other chains not shown, the tested form may be a part): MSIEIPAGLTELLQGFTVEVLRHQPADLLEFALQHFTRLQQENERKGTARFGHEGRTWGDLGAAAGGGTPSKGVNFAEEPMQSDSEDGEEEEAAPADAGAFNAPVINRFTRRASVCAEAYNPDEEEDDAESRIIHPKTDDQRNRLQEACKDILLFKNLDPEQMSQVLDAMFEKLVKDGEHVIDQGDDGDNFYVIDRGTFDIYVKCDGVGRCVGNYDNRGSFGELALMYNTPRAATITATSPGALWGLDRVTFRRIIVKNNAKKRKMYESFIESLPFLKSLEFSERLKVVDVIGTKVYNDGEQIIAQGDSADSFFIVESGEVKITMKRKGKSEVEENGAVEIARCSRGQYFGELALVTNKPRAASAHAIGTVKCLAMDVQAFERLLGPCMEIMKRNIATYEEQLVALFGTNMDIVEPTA
C-LANA FP – blocks KSHV LANA C-terminal domain binding to DNA; MBP-C-LANA/FAM-LBS DNA binding, fluorescence polarization; inhibition, % at 9 µM; 340,000 compounds, 0.078% hits; AID 504423;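 active = highest replicate inhibition at or above 60% at 9 µM, even if other replicates fall short; inactive = all replicates below 60% inhibition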;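 note: 0% = neutral control wells and 100% = 4 µM acridine orange control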
SR-BI uptake up – enhances SR-BI lipid uptake from DiI-HDL; activation, % at 12.5 µM; CHO ldlA[mSR-BI] cells, DiI-HDL uptake fluorescence, 3 h; 100 = double the neutral-control signal; 320,000 compounds, 0.096% hits; AID 504775;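 active = mean replicate activation of at least 60% and every replicate at or above 60%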;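 note: 0% = median plate neutral-control signal and 100% = twice that signal; values of inactives mirror those of a sister screen read the other way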
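Assay system: LDL receptor-deficient CHO ldlA cells overexpressing murine SR-BI / Medium: BSA-supplemented, HEPES-buffered Ham's F12, pH 7.4 / Probe or stimulus: DiI-labelled HDL at 10 µg/mL final / Timing: compound with DiI-HDL co-incubation, 3 h at 37 °C / Technique: bottom-read cell fluorescence after medium removal, ex 550/em 595 nm / Measure: HDL uptake via cellular fluorescence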
Starred values were filed as active, the others as inactive; . = not tested or not shown. Not a hit list. Share with any hit: about 1.6%.

no.	Structure	Rtt109 Vps75	Keap1 Nrf2 FP	cardiac RTF act	Cardiac RTF inh	DAGLB inhibitor	CAL PDZ FP-1	CAL PDZ FP-2	PKA-R2B activ	C-LANA FP	SR-BI uptake up
1	CC1CC(C)(C)CC2(C1)NC(=O)N(CC(=O)OCC(=O)Nc1cc(S(=O)(=O)N3CCCCC3)ccc1Cl)C2=O (centres undefined)	-12	1	1	-5	0	-1	-0.4	-8	1.8	3
2	Cc1cc(C2(c3ccc(O)c(C)c3)C(=O)N(C)c3ccc(Br)cc32)ccc1O	13	-8	4	1	0	5	0.5	-5	0.3	5
3	CCn1cc(/C=C/C(=O)NCc2c(C)nn(C)c2C)cn1	6	0	3	-1	-2	0	-0.3	-10	-1.6	35
4	O=C(Cn1nc(Cc2cccnc2)c2ccccc2c1=O)Nc1ccc2c(c1)OCO2	5	-5	4	-2	1	-4	-0.8	6	0.2	-15
5	CSc1ccc(C2CC(=O)Nc3c2c(=O)n(C)c(=O)n3C)cc1 (centres undefined)	-8	1	-2	3	0	-3	-2.0	2	-0.4	.
6	CC(=NNc1ccccc1)C(C)=NNc1ccccc1	-19	-2	-8	-10	4	0	0.3	-7	1.0	-9
7	CC(C)(C)NC(=O)c1nn(Cc2ccccc2)c(=O)c2ccccc12	9	1	4	-5	-3	0	-2.1	9	0.0	25
8	C#CCN(N(C)c1ncc(C(F)(F)F)cc1Cl)S(=O)(=O)c1ccc2ccccc2c1	-3	0	5	-10	-10	-2	-1.5	1	0.1	0
9	CCOc1ccc(C(=O)N(Cc2ccc(OC)cc2)Cc2cc3cc(OC)ccc3[nH]c2=O)cc1	8	-3	-5	-5	1	0	-0.3	-10	-1.0	-32
10	O=C(COc1ccc(F)cc1)NNC(=O)c1cc2ccccc2oc1=O	42	1	5	-4	-1	-1	-3.4	-16	1.5	26
11	Cc1ccccc1C(=O)Nc1ccccc1C(=O)NCc1ccccc1	-4	2	5	-12	-6	-5	0.6	-4	0.0	-14
12	CSc1ccccc1NC(=O)CN(C)CC(=O)Nc1ccccc1C(F)(F)F	-6	-1	-3	0	-3	7	0.2	5	-0.5	-2
13	CCOC(=O)Cc1nnc(NC(=O)CSc2nnc3c4ccccc4n(C)c3n2)s1	6	-1	-1	-12	5	-3	-2.2	-10	4.1	3
14	COc1ccc(C2=NCCNC(C(F)(F)F)=C2)cc1	14	-1	-2	-7	-1	-3	-3.1	-7	-1.7	19
15	COc1ccc(/C=N/NC(=O)Cc2ccc(Cl)cc2)cc1OC	-2	-4	-4	-2	1	-3	-1.7	-1	0.1	-12
16	CCCCC1=C([O-])C2N=CC=CC2=[N+](c2ccccn2)C1=O (centres undefined)	-3	1	-3	9	1	-2	-0.5	-6	-1.8	31
17	CCc1nn2c(=O)cc(COC(=O)c3ccc(SC)cc3OC)nc2s1	-3	0	3	-8	-1	-3	-1.1	3	0.0	-33
18	O=C(c1ncn(Cc2ccccc2)c1C(=O)N1CCc2ccccc2C1)N1CCc2ccccc2C1	-1	-2	2	-12	-1	-1	-0.6	0	1.2	11
19	CN(Cc1nccn1C)C(=O)CCc1nnc(CCC2CCCCC2)o1	.	-2	-6	9	0	-1	-2.6	0	0.5	-5
20	Cc1ccc(Nc2ccc(-n3ccnc3)nn2)cc1C	-2	-3	7	7	2	-2	.	-3	-1.8	-15
21	COc1ccc(OC)c(-c2nn(-c3ccccc3)cc2C(=O)NCC2CCCO2)c1 (centres undefined)	0	2	-4	-3	0	.	-0.2	0	-2.0	-42
22	COc1cccc(CNC(=O)CN2C(=O)CSc3ccc(S(=O)(=O)N4CCCCC4)cc32)c1	13	-5	-3	-5	1	-3	-2.4	-6	0.3	11
23	Cc1ccccc1NCC(=O)N/N=C\c1ccc([N+](=O)[O-])s1	8	-1	7	3	1	-2	-2.1	2	0.2	-20
24	CCN(CC)C(=O)CN(c1cc(Cl)ccc1OC)S(C)(=O)=O	12	-4	-10	1	-4	-3	-2.9	-12	1.3	24
25	Cc1cc2ccccc2n2c(SCC(=O)Nc3ccc(S(=O)(=O)N4CCCCC4)cc3)nnc12	5	-1	0	4	-7	-2	-1.7	-3	0.2	-8
26	Cc1[nH]c(=O)[nH]c(=O)c1S(=O)(=O)N1CCCC(C(=O)NCc2ccccc2Cl)C1 (centres undefined)	-3	-6	-3	5	1	-2	-1.6	5	-1.5	-5
27	CCOc1ccc(-n2c(=S)sc3c(=O)n(-c4ccc(F)cc4)c(SCC(=O)O)nc32)cc1	-4	-4	-9	-3	-1	-3	-0.6	0	0.9	12
28	CCOC(=O)c1csc(-c2ccc(OC)c(OC)c2)n1	-2	-1	-1	-11	2	0	-3.2	13	0.2	-22
29	Cc1c(-c2ccc(OCc3ccccc3)cc2)nc2ccccc2c1C(=O)O	-1	6	6	-12	0	3	0.3	1	-4.1	1
30	Cc1ccc(N2C(=O)CSCC2=O)cc1	1	-9	0	0	-1	-5	0.4	-6	0.9	37
31	CN(C1CC(C)(C)NC(C)(C)C1)S(=O)(=O)CC12CCC(CC1=O)C2(C)C (centres undefined)	-2	1	-2	-3	0	-2	-1.6	-1	1.5	.
32	CCOc1ccc(NC(=O)N2CCC(NC(=O)C(Cc3ccc(OC)c(OC)c3)NC(C)=O)CC2)cc1 (centres undefined)	-6	0	4	2	-2	1	0.2	1	0.6	-5
33	COc1cccc(NC(=S)N(CCCN2CCCC2)Cc2ccco2)c1	17	-5	-3	-3	0	18	-0.7	-3	-0.7	-3
34	CCOC(=O)N1CCN(C(=O)CSc2ccc(-c3ccncc3)nn2)CC1	-5	3	0	0	2	0	-0.3	3	4.2	23
35	CC(=O)Nc1nc(-c2ccc3c(c2)CCO3)cs1	5	-4	2	-7	1	2	-1.3	1	0.2	-19
36	COCC(=O)NCCc1nc(-c2ccccc2)cs1	-2	-7	2	1	0	.	1.3	0	0.2	13
37	CCOC(=O)c1ccc(N2CCOCC2)c(NC(=O)COCC(=O)O)c1	-5	4	-1	0	0	.	-0.5	-2	-3.6	33
38	CCOc1ccc(/C=N/NC(=O)c2c(-c3ccccc3)noc2C)cc1	-12	-1	-4	4	0	-7	-0.2	-1	-0.6	17
39	CCN(CC1COc2ccccc2O1)C(=S)NC1CC2CCC1C2 (centres undefined)	-1	-2	2	1	-2	.	0.4	-5	-1.3	1
40	COC(=O)c1[nH]c2c(c1C)C(=O)CC(c1ccc(OC)cc1)C2 (centres undefined)	-2	7	1	-7	0	2	-0.8	-6	1.2	-12
41	CCCCCC(C(=O)O)C(C)CC(=O)NC1CCCCC1 (centres undefined)	-10	3	2	-9	-1	3	-0.3	-5	1.6	-1
42	CCOC(=O)c1c(N2C(=O)Nc3ccccc3N2O)sc2c1CCCCC2	-12	-8	-5	-4	3	-5	-1.4	-5	-0.5	15
43	CC(OC(=O)c1ccccc1NS(=O)(=O)c1cccc(N)c1)C(=O)N(C)Cc1ccccc1 (centres undefined)	-13	-6	6	-22	0	-2	-0.9	-10	0.0	-1
44	Cc1cc(C)cc(NS(=O)(=O)c2ccc(Oc3ncc(C(F)(F)F)cc3Cl)cc2)c1	-6	-2	-3	0	-15	-1	-0.2	-3	-1.1	-11
45	Cc1cccc(NC(=O)C2CCCN2C(=O)OCc2ccccc2)c1 (centres undefined)	-6	-3	1	-4	-1	-5	-5.5	-11	-1.3	2
46	COc1ccccc1N(C(=O)c1snc(C(N)=O)c1N)C(C(=O)NCCC(C)C)c1ccco1 (centres undefined)	4	-5	-1	-8	0	.	-2.6	-19	-0.3	59
47	COc1cc(/C=C2\SC(=N)N(c3ccc4c(c3)OCO4)C2=O)cc(OC)c1O	-2	-4	5	-11	3	-1	-1.6	-6	8.4	-13
48	COc1ccc(-c2c[n+]3c(n2-c2ccccc2)SCC3)cc1OC	-1	-5	0	1	-1	-1	-0.4	-2	-0.6	-1

Some of the entries so far, with one line to a screen.
3. CCn1cc(/C=C/C(=O)NCc2c(C)nn(C)c2C)cn1
10. O=C(COc1ccc(F)cc1)NNC(=O)c1cc2ccccc2oc1=O
entry no.	3	10
Rtt109 Vps75	6	42
Keap1 Nrf2 FP	0	1
cardiac RTF act	3	5
Cardiac RTF inh	-1	-4
DAGLB inhibitor	-2	-1
CAL PDZ FP-1	0	-1
CAL PDZ FP-2	-0.3	-3.4
PKA-R2B activ	-10	-16
C-LANA FP	-1.6	1.5
SR-BI uptake up	35	26

Continued:
no.	Structure	Rtt109 Vps75	Keap1 Nrf2 FP	cardiac RTF act	Cardiac RTF inh	DAGLB inhibitor	CAL PDZ FP-1	CAL PDZ FP-2	PKA-R2B activ	C-LANA FP	SR-BI uptake up
49	COc1ccc(CC(=O)N2CCN(c3ccc(C4=NNC(=O)CC4C)cc3)CC2)cc1 (centres undefined)	3	1	2	-10	1	.	-0.3	-1	1.5	-6
50	O=C(NCc1ccc2c(c1)OCO2)C1CC(=O)N(CCc2ccc(Cl)cc2)C1 (centres undefined)	1	-1	-7	4	3	-4	-1.4	-1	-0.3	8
51	Cc1ccccc1OCCOC(=O)c1c(-c2ccccc2)noc1C	-14	2	-3	-1	-20	0	-2.7	-2	0.8	-24
52	O=C(Nc1cccc(F)c1)NC1CCCCCCC1	18	-1	4	-8	-10	.	-1.2	4	-0.9	-2
53	O=C(OCCN1C(=O)c2ccccc2C1=O)c1cccs1	.	1	-4	5	-1	0	-3.0	-6	0.0	8
54	CCCCN(C(=O)Cc1coc2cc(C)c(C)cc12)c1c(N)n(Cc2ccccc2)c(=O)[nH]c1=O	10	-2	-12	1	7	-1	-2.1	-8	0.4	-45
55	COc1ccc(NC2=C(Cl)C(=O)N(CCc3ccccc3)C2=O)c(OC)c1	11	0	2	4	5	-5	-1.3	-10	-0.6	-9
56	CNC(=O)c1ccc(NC(=O)CCc2c(C)noc2C)cc1	2	-2	6	-10	-1	-7	0.6	-4	-2.3	2
57	COc1cccc(NC(=O)Cn2c3ccccc3c3nc4n(c(=O)c32)CCS4)c1	-3	-2	2	-7	-5	-19	-1.1	-6	-0.7	-1
58	Clc1ccc(-n2nnnc2-c2cnc(-c3ccccn3)nc2-c2cccs2)cc1	18	5	-3	9	1	1	-2.5	-9	-1.9	0
59	CCCCn1c(N)c(N(CC(C)C)C(=O)CN2C(=O)c3ccccc3C2=O)c(=O)[nH]c1=O	-11	-7	-9	-6	-2	.	-0.2	-2	-1.3	5
60	CC1=C(C)CC(C(=O)Nc2nc(C)cs2)C(C(=O)O)C1 (centres undefined)	-2	-4	-3	-2	-1	3	-0.7	-2	-0.1	16
61	Cc1cccc(NC(=O)CNC(=O)CSc2nc(N)cc(N)n2)c1C	10	2	-3	-3	-1	2	-2.6	-2	-1.8	26
